Assay outcomes (PubChem)
DENV2 CPE rescue – protects cells from dengue virus 2 cytopathic effect; 350,000 tested, 1.7% active; AID 651640; CPE inhibition, % at 9.99 µM; DENV2-infected cells, cytopathic effect rescue, plate reader; in the data active = CPE inhibition above about 20%, passing the limit was not always enough; inconclusive = no clear call, values can overlap the other calls; tested in BHK-21 cells;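 also: 0% = median of neutral control wells and 100% = median of positive control wells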
ERp5 block – inhibitors of human ERp5 | Q15084 | ERp5 insulin aggregation, absorbance 650 nm, 90 min | 350,000 tested, 0.05% active | inhibition, % at 9.99 µM;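 active = mean replicate inhibition above about 25%, with every replicate also reaching it, limit read from the data, passing the limit was not always enough; inconclusive = only one of those two criteria met; inactive = neither criterion met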
Target sequence (Q15084 whole entry, looked up): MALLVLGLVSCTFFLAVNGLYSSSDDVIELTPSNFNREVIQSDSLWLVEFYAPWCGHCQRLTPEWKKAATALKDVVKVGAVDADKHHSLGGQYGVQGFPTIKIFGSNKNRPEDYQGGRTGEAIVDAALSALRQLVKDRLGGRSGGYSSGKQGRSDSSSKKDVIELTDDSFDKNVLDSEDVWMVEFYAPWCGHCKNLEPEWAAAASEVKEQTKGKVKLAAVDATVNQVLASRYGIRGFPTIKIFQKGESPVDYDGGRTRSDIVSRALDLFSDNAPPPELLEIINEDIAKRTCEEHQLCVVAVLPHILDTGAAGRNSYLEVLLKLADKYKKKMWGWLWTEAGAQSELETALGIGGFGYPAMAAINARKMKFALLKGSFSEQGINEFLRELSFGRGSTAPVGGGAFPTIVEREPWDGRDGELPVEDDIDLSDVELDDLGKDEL
INS-1E GSIS act – GLuc luminescence reporter in INS-1E cells, primary screen for activators of glucose-dependent secretion of insulin; activation, % at 16.6 µM; AID 743287; INS-1E GLuc reporter insulin secretion, 2-3 h; 370,000 tested, 0.61% active;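 active = lowest replicate activation of at least 40%, so every replicate reaches that level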;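 also: 0% = median of neutral control wells and 100% = median of IBMX positive control wells; some compounds called inactive have numbers as strong as hits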
ARNT TACC3 PPI – disruptors of human ARNT/TACC3 interaction; 390,000 tested, 0.66% active; inhibition, % at 9.99 µM; Q9Y6A5; AlphaScreen His-ARNT PAS-B/GST-TACC3 binding, luminescence; TACC3 fragment carries E629A point mutation;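 active = mean inhibition of replicates at least 50% and at least half of replicates each reaching 50%; inconclusive = half or more replicates reach 50% but mean below 50%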;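 also: 0% = complete ARNT plus TACC3 wells and 100% = ARNT alone without TACC3; many hits fall short of the cut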
XiGFP reactiv – reactivates the inactive X chromosome in mouse fibroblasts. XiGFP mouse fibroblasts, % GFP-positive cells imaging, 3 d; cells co-treated with 5-aza-dC sensitizer; scaled so ellipticine positive control = 100%. activation, % at 7.58 µM. 360,000 tested, 0.055% active. AID 743238;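 active = mean normalized replicate activation at least 10% and every replicate at or above 10%; inconclusive = only one of the two criteria met; inactive = mean below 10% and not all replicates reach 10%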;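 also: 0% = median of on-plate neutral control wells and 100% = ellipticine 6 µM median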
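System: 68-5-11 XiGFP fibroblast line | Buffer or medium: DMEM containing 5-aza-dC | Compound: Single point | Times: Compounds 3 days, fix/stain 15 min at room temperature | Benchmarks: Positive control ellipticine, 6 µM final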
EWS-Fli inh – EWS/Fli transcriptional activity inhibition; A673 NR0B1-luciferase reporter, viability-normalised; inhibition, % at 12.6 µM; 350,000 tested, 0.67% active; AID 651661;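 active = mean inhibition of at least 50% after viability correction, with every replicate also passing that limit; inconclusive = mean reaches 50% but only one of two replicates passes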;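 also: firefly luciferase signal divided by Alamar Blue viability fluorescence both relative to DMSO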
F508del corr – correctors of CFTR F508del function in bronchial epithelial cells; AID 720511; 350,000 tested, 0.36% active; activity (quench increase), % at 7.58 µM; CFBE cells, YFP halide quenching; stimulated with forskolin plus potentiator P3; % fluorescence drop versus neutral controls;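 active = mean added fluorescence quench of at least 8% versus neutral control, with both replicates also reaching 8%; inconclusive = only one of the mean or replicate conditions met; inactive = mean below 8% and not both replicates reaching 8%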;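 also: cells transiently co-express mutant CFTR-F508del with the halide-sensitive YFP; corrector assay measuring rescue of mutant channel to the surface after 24 h compound exposure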
PAX8 reporter – lowers PAX8-driven luciferase in RMG-I cells; RMG-I TPO-luciferase reporter, SteadyGlo, 24 h; inhibition, % at 12.6 µM; 360,000 tested, 1.2% active;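 active = mean replicate inhibition at least 60% with every replicate also reaching 60%; inconclusive = only one of the two criteria is met; inactive = mean below 60% and not all replicates reaching 60%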;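 also: luciferase light reporting Pax8 driven TPO promoter activity; plate controls were median of neutral control wells for no effect and mitoxantrone controls for full effect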
* marks the source's active call; other numbers are inactive results; ? = inconclusive; . = not tested or not shown.

SMILES | DENV2 CPE rescue | ERp5 block | INS-1E GSIS act | ARNT TACC3 PPI | XiGFP reactiv | EWS-Fli inh | F508del corr | PAX8 reporter
C[C@H](CO)N1C[C@H](C)[C@@H](CN(C)S(=O)(=O)c2ccc(Cl)cc2)Oc2c(NC(=O)CCCCCC(=O)Nc3ccccc3N)cccc2C1=O | 1 | -4 | -25 | . | 0.0 | 33 | 3.0 | .
CCCNC(=O)CCn1nc(-c2ccc(Cl)cc2)c2ccccc2c1=O | -5 | 5 | . | -1 | 0.0 | 8 | 1.4 | 8
C[C@@H]1CN([C@@H](C)CO)S(=O)(=O)c2ccc(C#CC3CCCC3)cc2O[C@H]1CN(C)C(=O)Cc1ccncc1 | -3 | 2 | -7 | -2 | -0.5 | 14 | 3.3 | 3
CC1(C)Cc2nc3oc4c(SCC(N)=O)ncnc4c3cc2CO1 | -2 | -2 | . | . | 0.0 | -29 | -2.3 | -2
C[C@H](CO)N1C[C@H](C)[C@H](CN(C)C(=O)c2ccccc2)OCCCC[C@H](C)Oc2ccc(NS(=O)(=O)c3cn(C)cn3)cc2C1=O | 9 | 1 | 25 | 4 | 0.0 | -3 | 1.2 | 2
C[C@H]1CN([C@@H](C)CO)C(=O)c2cccc(NS(=O)(=O)c3ccc(F)cc3)c2O[C@@H]1CN(C)CC1CCCCC1 | -7 | 4 | 8 | -4 | 0.1 | -2 | 4.1 | 6
O=C(C[C@@H]1C=C[C@H](NC(=O)C2CC2)[C@@H](CO)O1)Nc1ccccc1 | -5 | 4 | 12 | 0 | 0.1 | 3 | 2.7 | -3
COc1ccc(NC(=O)Nc2ccc3c(c2)[C@@H]2C[C@H](CC(=O)N4CCOCC4)O[C@@H](CO)[C@@H]2O3)cc1 | -10 | . | 0 | 2 | 0.0 | 0 | -0.6 | -12
C[C@H]1CN([C@@H](C)CO)C(=O)c2cccc(NC(=O)Nc3ccccc3)c2O[C@H]1CN(C)C(=O)Nc1ccc(C(F)(F)F)cc1 | 0 | -1 | -14 | -3 | -0.3 | -12 | 1.4 | .
CCCSc1nc(N)nc2c1ncn2C1OC(CO)C(O)C1O (stereo not drawn) | 8 | -7 | . | -16 | -0.1 | -8 | 3.1 | -5
Cc1ccc(CN2C(=O)c3ccccc3Sc3ccc(C(=O)NCCN4CCOCC4)cc32)cc1 | 1 | 3 | 1 | 2 | 0.0 | . | 1.0 | 19
Cc1noc(C)c1S(=O)(=O)N(C)C[C@H]1Oc2ccc(N(C)C)cc2CC(=O)N([C@@H](C)CO)C[C@@H]1C | -3 | 0 | 1 | 2 | -0.7 | -5 | -0.6 | 5
COc1ccc(S(=O)(=O)N(C)C[C@@H]2Oc3c(NC(=O)Nc4ccccc4)cccc3C(=O)N([C@H](C)CO)C[C@H]2C)cc1 | . | . | 6 | . | -0.6 | -4 | -0.6 | -4
C[C@@H]1NS(=O)(=O)c2c(F)cccc2O[C@@H]1c1ccccc1 | -1 | -2 | 1 | . | -0.2 | -3 | -3.7 | -1
CN1CCN(C(=O)C[C@H]2CC[C@H](NC(=O)Cc3ccccn3)[C@H](CO)O2)CC1 | 1 | -1 | 31 | 4 | -0.3 | 5 | -3.7 | -1
C[C@H](CO)N1C[C@H](C)[C@@H](CN(C)S(C)(=O)=O)Oc2c(NC(=O)CCCCCC(=O)Nc3ccccc3N)cccc2C1=O | 10 | 5 | 22 | . | 0.1 | -7 | -3.4 | -1
COc1ccc(CC(=O)Nc2nnc(C(C)C)s2)cc1 | 5 | 2 | 12 | -5 | 0.1 | -13 | 2.8 | 4
CC(NC(=O)/C(=C/c1cccc([N+](=O)[O-])c1)NC(=O)c1ccco1)C(=O)O (stereo not drawn) | . | . | 12 | -7 | 0.2 | . | . | -2
CN(C)c1ccc(/C=N/NC(=O)CNC(=O)/C=C/c2ccco2)cc1 | -3 | -2 | -2 | -3 | 0.1 | 3 | 2.0 | -20
Cc1ccccc1S(=O)(=O)N(C)C[C@@H]1OCc2ccccc2-c2ccccc2C(=O)N([C@@H](C)CO)C[C@@H]1C | -1 | 0 | -12 | 4 | -0.8 | 1 | 0.6 | 0
CCCNC(=O)N(C)C[C@@H]1Oc2cc(-c3ccc(C)cc3)ccc2S(=O)(=O)N([C@H](C)CO)C[C@H]1C | -8 | -1 | -4 | 3 | -0.3 | 7 | 0.5 | .
CCCCC(=O)Nc1ccc2c(c1)nc(CCN1CCN(c3ccccn3)CC1)n2C | -4 | -1 | 3 | 1 | 0.5 | 4 | . | -9
Cc1ccc(S(=O)(=O)Cn2nnnc2CN2CCOCC2)cc1 | -6 | -2 | -6 | 1 | . | -5 | -0.7 | .
CCOc1ccc(CCNC(=O)COC(=O)c2ccc(C)c(S(=O)(=O)N3CCOCC3)c2)cc1OCC | 5 | 3 | . | . | 0.0 | 3 | 1.9 | -4
O=C(C=Cc1ccccc1)c1c[nH]c2ccccc2c1=O | ? | -3 | -25 | -3 | 1.0 | -24 | -9.6 | 86*
O=C(C[C@H]1CC[C@H]2[C@@H](COC[C@@H](O)CN2C(=O)Nc2ccc(C(F)(F)F)cc2)O1)NC1Cc2ccccc2C1 | -1 | -4 | -11 | -1 | 0.0 | 1 | 2.4 | 8
Cc1ccc2c(c1)cc1c(=O)n(CC(=O)NCCCc3ccccc3)nc(C)n12 | -4 | -6 | 9 | 7 | 0.0 | -2 | -1.2 | -2
c1ccc(CCCCN2CCN=C2Nc2ccccc2)cc1 | 8 | -1 | 12 | 4 | -0.3 | 5 | 1.2 | -10
CC1CCCC(NC(=O)COC(=O)COc2ccc(C#N)cc2)C1C (stereo not drawn) | -7 | 3 | . | -13 | 0.0 | -2 | 0.5 | -13
Nc1ccc(N2N=C(N3CCCC3)CC2=O)cc1 | 17 | 6 | . | . | 0.1 | -8 | -0.1 | 5
COc1cc(CC(=O)OCC(=O)NC(C)c2ccccc2)cc(OC)c1OC (stereo not drawn) | -2 | -9 | 8 | 33 | 0.0 | -3 | 0.3 | 2
CC(C)(C)C(=O)CSc1nc2ccccc2o1 | 12 | 2 | -10 | 0 | 0.1 | -86 | 0.5 | -131
CCCNC(=O)N1C[C@H](O)COC[C@@H]2O[C@H](CC(=O)NCc3ccncn3)CC[C@H]21 | -2 | -1 | 6 | -14 | 0.1 | 12 | -3.1 | -12
O=C(C[C@@H]1C[C@@H]2c3cc(NC(=O)CC4CC4)ccc3O[C@@H]2[C@H](CO)O1)NCCc1ccccc1 | 3 | -3 | 6 | 0 | 0.0 | 8 | -0.4 | -2
Cc1ccc(S(=O)(=O)N2CCN(Cc3nc4sc5c(c4c(=O)[nH]3)CCCC5)CC2)cc1 | -11 | 1 | . | 3 | 0.4 | 8 | . | 42
COC(=O)C[C@@H]1C=C[C@H](NS(=O)(=O)c2ccccc2F)[C@@H](CO)O1 | -4 | 4 | 12 | -9 | -0.1 | 2 | 1.1 | 1
Cc1ccc(NC(=O)COc2coc(CN3CCc4ccccc4C3)cc2=O)cc1Cl | -3 | 1 | 32 | -5 | 1.8 | -3 | 1.7 | 13
N#CC(=C1C=CC(=NO)C(Cl)=C1)c1ccc(Cl)cc1 | -6 | 4 | 5 | -2 | 0.1 | 10 | 0.5 | 14
CCOC(=O)[C@]12CCC=C1N(Cc1ccccc1)C(=O)[C@H](CC(=O)NCc1ccccc1)C2 | -6 | 5 | -14 | . | 0.0 | -12 | -3.1 | -1
CN(CCN1CCOCC1)Cc1nc(-c2cccs2)no1 | 5 | -5 | -9 | 1 | 0.0 | 1 | -4.5 | -14
COc1ccccc1C(=O)NCC(=O)N/N=C(\C)Cc1ccccc1 | -2 | -5 | 6 | -3 | 0.2 | 1 | 0.1 | -1
COC(CNC(=O)c1ccc(CS(=O)(=O)c2c(Cl)cccc2Cl)o1)OC | -4 | -1 | 13 | -5 | 0.0 | -9 | 3.1 | -13
Cc1cn([C@H]2C[C@H](O)[C@@H](/C=C/C(=O)NCCCc3ccccc3)O2)c(=O)[nH]c1=O | 2 | 0 | 4 | . | 0.0 | -1 | -0.9 | -21
COc1ccccc1-c1cn(CC[C@@H]2CC[C@@H](NC(=O)C3CC3)[C@H](CO)O2)nn1 | -3 | 0 | -2 | -5 | 0.5 | -3 | 0.0 | 0
CC1CCC(NC(=O)CC2Oc3ccccc3NC2=O)CC1 (stereo not drawn) | 2 | 13 | 3 | -9 | -0.2 | -1 | -3.8 | -7
CCN=C1NC(c2cccc(F)c2)C(C(=O)OC)=C(C)N1Cc1ccccc1C(F)(F)F (stereo not drawn) | . | 0 | . | . | 0.0 | 3 | 0.3 | -28
Cc1ccc2nc(SCC(=O)Nc3ccc(F)c([N+](=O)[O-])c3)[nH]c2c1 | 2 | 0 | . | 6 | 0.1 | -13 | . | -1
C[C@H](CO)N1C[C@H](C)[C@H](CN(C)C(=O)Nc2ccc(F)cc2)Oc2cc(-c3cccc(C(=O)N(C)C)c3)ccc2S1(=O)=O | -9 | 4 | 16 | 0 | -0.8 | 2 | -1.8 | .
C[C@H](O)C#Cc1ccc2c(c1)O[C@@H](CN(C)C(=O)CC1CC1)[C@@H](C)CN([C@H](C)CO)S2(=O)=O | 1 | -5 | 30 | -3 | 0.3 | -4 | -3.0 | .
O=c1[nH]c2cc3ccccc3cc2nc1C(F)(F)F | -3 | 2 | 19 | -1 | 0.0 | -15 | -2.4 | -20
CCC/C(=N\NC(=O)C1CC1)c1ccccc1 | -1 | -6 | 18 | . | -0.1 | 4 | . | -6
CCN(CC)C(=O)C1=C(C)N(Cc2ccc(C(C)(C)C)cc2)C(=O)C(CC(=O)NC(c2ccccc2)c2ccccc2)C1 (stereo not drawn) | ? | 4 | -12 | . | 0.7 | 5 | -1.2 | 15
CO[C@@H]1CC[C@H]2CCN(C)C(=O)[C@H](C)N(C)C(=O)c3cccc(C#N)c3OC[C@@H]1O2 | 1 | 6 | 10 | -3 | 0.0 | -5 | . | -9
CCN(c1ccc(C)cc1C)S(=O)(=O)c1nnc(NC(=O)C(C)(C)C)s1 | 0 | 5 | -44 | -9 | -0.1 | 10 | -1.9 | -1
Cc1ccc(S(=O)(=O)N2CCN(C(=O)COC(=O)Cc3ccc(F)cc3)CC2)c(C)c1 | 0 | 4 | -19 | -3 | 0.1 | 7 | 0.3 | -14
COc1ccc(CN(C)C[C@H]2OCCCC[C@H](C)Oc3ccc(NS(=O)(=O)c4c(C)noc4C)cc3C(=O)N([C@H](C)CO)C[C@H]2C)cc1 | ? | . | -15 | 3 | -0.5 | -1 | 2.6 | -1
CCN1C(=O)N[C@@H](c2cccc(F)c2)C(C(=O)OC)=C1C | 0 | 5 | 13 | 2 | 0.0 | 1 | -0.9 | 6
C[C@@H]1CN([C@@H](C)CO)C(=O)c2cc(C#Cc3ccccc3)cnc2O[C@@H]1CN(C)CC1CCOCC1 | 1 | -4 | 8 | 6 | 0.3 | 14 | 2.0 | .
COc1ccc(CCNc2cc(C)nc3c(-c4ccc(Cl)cc4)cnn23)cc1OC | . | . | 8 | -2 | 0.1 | . | . | 4
